# Source: PubChem BioAssay
# GluA2 TARP mod: GluA2-stargazin AMPA receptor complex modulation; O88602+P19491; HEK293 GluA2+stargazin, membrane potential dye (FDSS), glutamate EC50; hits were called plate by plate, in both directions; calls only at 30 µM; 40,000 compounds, 3.5% hits;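 active means any of four per-well response measures lying three or more SD from its plate-wide compound average, in either direction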
# Target sequence (O88602 whole entry, looked up): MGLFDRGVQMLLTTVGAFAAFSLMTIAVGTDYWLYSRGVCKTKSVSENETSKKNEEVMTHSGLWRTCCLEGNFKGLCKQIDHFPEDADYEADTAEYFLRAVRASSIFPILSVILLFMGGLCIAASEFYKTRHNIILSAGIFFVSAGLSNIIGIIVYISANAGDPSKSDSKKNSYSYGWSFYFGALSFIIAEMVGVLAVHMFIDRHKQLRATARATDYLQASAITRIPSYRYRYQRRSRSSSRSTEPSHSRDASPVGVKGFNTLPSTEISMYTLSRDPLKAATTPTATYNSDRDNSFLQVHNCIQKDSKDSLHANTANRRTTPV
# Target sequence (P19491 whole entry, looked up): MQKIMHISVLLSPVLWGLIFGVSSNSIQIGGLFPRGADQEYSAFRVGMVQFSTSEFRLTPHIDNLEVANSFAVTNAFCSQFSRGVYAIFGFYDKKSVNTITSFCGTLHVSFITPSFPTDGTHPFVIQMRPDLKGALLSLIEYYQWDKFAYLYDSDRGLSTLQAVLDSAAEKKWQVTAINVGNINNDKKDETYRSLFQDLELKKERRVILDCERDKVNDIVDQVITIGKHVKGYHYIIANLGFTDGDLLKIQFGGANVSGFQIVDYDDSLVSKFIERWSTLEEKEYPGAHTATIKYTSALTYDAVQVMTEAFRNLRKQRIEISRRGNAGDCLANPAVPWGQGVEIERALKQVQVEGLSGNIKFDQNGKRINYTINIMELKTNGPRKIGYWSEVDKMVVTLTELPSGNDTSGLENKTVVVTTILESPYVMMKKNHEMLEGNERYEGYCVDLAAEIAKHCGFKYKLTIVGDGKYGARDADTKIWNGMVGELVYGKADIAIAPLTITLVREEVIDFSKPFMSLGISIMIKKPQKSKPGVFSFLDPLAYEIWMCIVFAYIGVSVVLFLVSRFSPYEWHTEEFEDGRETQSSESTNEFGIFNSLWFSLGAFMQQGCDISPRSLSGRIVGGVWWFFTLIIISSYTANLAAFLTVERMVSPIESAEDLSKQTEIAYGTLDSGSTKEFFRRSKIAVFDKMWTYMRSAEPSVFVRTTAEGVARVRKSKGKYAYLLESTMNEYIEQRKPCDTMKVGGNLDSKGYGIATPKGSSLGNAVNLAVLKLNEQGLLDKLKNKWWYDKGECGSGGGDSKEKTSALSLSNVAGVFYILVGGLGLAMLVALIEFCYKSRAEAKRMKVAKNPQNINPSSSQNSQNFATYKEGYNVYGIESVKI
# GluA2 TARP mod agonism max-min: second read-out of GluA2 TARP mod, no call of its own (marks repeat the call); compound max-min signal; compound-alone response (agonism);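 unitless range of fluorescence divided by baseline over first 100 seconds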
# GluA2 TARP mod glutamate slope: also measured in GluA2 TARP mod; calls as there; glutamate slope, % of max; measured here: glutamate response slope, % max;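 scaled per plate between vehicle wells and maximal 1 mM glutamate control wells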
# Starred values were filed as active, the others as inactive; i = inactive; + = active, no number.
no.	canonical_smiles	GluA2 TARP mod	GluA2 TARP mod glutamate slope	GluA2 TARP mod agonism max-min
1	O=C(Nc1ccc2c(c1)CN(S(=O)(=O)c1ccccc1)CC2)NC1CCCCC1	i	57	0.11
2	CCCC(=O)Nc1ccc(O)c(C(=O)/C=C/c2ccc(C(=O)O)cc2)c1	i	54	0.11
3	Cc1cn2c3c(=O)n(CC(N)=O)c(=O)n(C)c3nc2n1-c1ccc(F)cc1	i	64	0.082
4	CCOC(=O)C(C)Sc1nnc(N2CCN(c3ccc(F)cc3)CC2)s1 (stereo not given)	i	43	0.14
5	CCCS(=O)(=O)N1CCN(Cc2nc(-c3cccc(OC)c3)cs2)CC1	i	59	0.11
6	Cc1cccc(S(=O)(=O)N2CCN(c3ccc(Nc4ccccn4)nn3)CC2)c1	i	41	0.22
7	COC(=O)Cn1c(=NC(=O)c2ccn(C)n2)sc2c(OC)ccc(OC)c21	i	59	0.11
8	COc1cn(CC(=O)Nc2ccc(F)cc2)c(CSc2ccccc2)cc1=O	i	40	0.052
9	COC(=O)c1c(NC(=O)C2c3ccccc3Oc3ccccc32)sc(C(=O)N(C)C)c1C	i	3	0.07
10	Cc1ccc(NC(=O)c2csc(NS(=O)(=O)c3ccccc3)n2)cc1F	i	27	0.086
11	CC(c1ccccc1)n1c(N2CCOCC2)nc2c1c(=O)n(C)c(=O)n2C (stereo not given)	i	44	0.1
12	COc1ccc(-c2ccc(C#N)c(=O)[nH]2)cc1	i	51	0.25
13	Cc1ccc(C)c(C(=O)Nc2ccc3c(c2)N(S(=O)(=O)c2ccc(F)cc2)CCC3)c1	i	63	0.052
14	Cn1nnc2c(N3CCN(CC(=O)NCc4ccco4)CC3)ncnc21	i	39	0.074
15	CCOc1ccc(-c2cc(=O)n(CC(=O)c3ccccc3)cn2)cc1	i	47	0.16
16	COc1ccccc1NC(=O)CN1CCN(c2ncnc3c2nnn3C)CC1	i	46	0.042
17	COc1ccc(OC)c(Nc2nc(CC(=O)N3CCC(C(N)=O)CC3)cs2)c1	i	85	0.16
18	CS(=O)(=O)c1ccc(NC(=O)c2ccc(F)cc2F)cc1	i	52	0.1
19	O=C(Nc1cccc(Cl)c1)N1CCN(c2ccc(-c3ccco3)nn2)CC1	i	37	0.087
20	CCOC(=O)Cc1csc(NC(=O)C2CN(c3nc4ccc(OC)cc4s3)C2)n1	i	64	0.14
21	CCS(=O)(=O)N1CCCc2cc(NC(=O)Nc3cc(Cl)ccc3OC)ccc21	+	43*	0.17*
22	COc1ccc(NC(=O)N2CCN(c3cc(-n4nc(C)cc4C)ncn3)CC2)c(OC)c1	i	58	0.092
23	O=C(CSCc1ccccc1)NCCc1ccsc1	i	18	0.021
24	O=C(COc1ccccc1)NCCn1ncc2c(N3CCN(c4ncccn4)CC3)ncnc21	i	60	0.058
25	COc1ccc(-c2nnc3ccc(OCCNC(=O)c4ccc(C)c(C)c4)nn23)cc1	i	58	0.12
26	O=C(NCC1(c2ccccc2)CCOCC1)c1ccc(F)cc1Cl	i	62	0.085
27	O=C(c1ccc(=O)[nH]n1)N1CCN(c2cccc(Cl)c2)CC1	i	33	0.038
28	CC1=C(C(=O)OCc2ccccc2)C(c2ccc(O)cc2)NC(=S)N1 (stereo not given)	i	80	0.061
29	COC(=O)c1ccccc1C(=O)N1CCN(c2ncnc3c2nnn3-c2ccccc2)CC1	i	50	0.054
30	CSc1nc2ccc(NC(=O)CS(=O)(=O)Cc3ccccc3)cc2s1	i	44	0.09
31	Cc1ccc(Cl)c2sc(N(CCN3CCOCC3)C(=O)c3ccc([N+](=O)[O-])cc3)nc12	i	42	0.11
32	CCOC(=O)c1[nH]c(C)c(C(=O)N(CC)C2CCCCC2)c1C	i	53	0.022
33	COc1ccc(NC(=O)C(=O)NCC(c2cccc3ccccc23)N2CCOCC2)cc1 (stereo not given)	i	60	0.11
34	Cc1ccc(C(=O)Nc2ccc3c(c2)CCCN3C(=O)C(C)C)cc1	i	52	0.056
35	O=S(=O)(c1ccc(F)cc1)c1nc(-c2ccccc2)oc1NCc1cccnc1	i	61	0.12
36	COc1ccc(CC(=O)NCCCS(=O)(=O)N2CCN(c3ccc(F)cc3)CC2)cc1	i	48	0.06
37	Cc1ccc(NC(=O)C(=O)NCCCN(C)C)c(C)c1	i	69	0.036
38	O=C(C(=O)N1CCc2ccccc2C1)c1c[nH]c2ccccc12	i	55	0.19
39	COc1ccc(Cl)cc1S(=O)(=O)NCC(c1cccn1C)N1CCCC1 (stereo not given)	i	57	0.058
40	O=C(Nc1ccc(Cl)c(C(F)(F)F)c1)N1CCN(c2cc(-n3cccn3)ncn2)CC1	i	58	0.11
41	COc1cccc(C(=O)NCC(c2cccc3ccccc23)N(C)C)c1OC (stereo not given)	i	72	0.063
42	CN(CC(O)Cn1c2ccccc2c2ccccc21)C(=O)NC1CCCCC1 (stereo not given)	i	67	0.11
43	CN(Cc1ccco1)S(=O)(=O)c1ccc(C(=O)Nc2nc3c(s2)CSc2ccccc2-3)cc1	i	60	0.079
44	CCOc1ccc(-n2nnc(C(=O)Nc3cccc(C(F)(F)F)c3)c2N)cc1	i	64	0.083
45	C=Cc1ccc(CN2C(=O)N(c3ccc(OCC)cc3)C3CS(=O)(=O)CC32)cc1 (stereo not given)	i	43	0.078
46	CC(O)(CNC(=O)C12CC3CC(CC(C3)C1)C2)C1CC1 (stereo not given)	i	66	0.084
47	Cc1cc2nc(N(Cc3cccnc3)C(=O)Cc3ccc(S(C)(=O)=O)cc3)sc2cc1C	i	51	0.055
48	O=S(=O)(NCC1CCN(Cc2ccco2)CC1)c1cc(F)ccc1F	i	54	0.059
49	COc1ccc(OC)c(-c2cc(C(=O)NC3CCCCC3N3C(=O)CSC3=O)[nH]n2)c1 (stereo not given)	i	42	0.14
50	COc1ccccc1NC(=O)c1ccc(N2C(=O)c3ccccc3C2=O)cc1	i	47	0.078
51	COc1ccc(C(=O)NC(=S)Nc2ccc(S(N)(=O)=O)cc2)cc1Br	i	24	0.033
52	Cc1ccc(Cl)c2sc(N(CCN3CCOCC3)C(=O)c3ccc4ncsc4c3)nc12	i	59	0.13
53	CCCc1ccc(S(=O)(=O)N2CCN(Cc3nc(-c4ccco4)cs3)CC2)cc1	i	59	0.14
54	CS(=O)(=O)N1CCC(CNC(=O)C2CCCCC2)CC1	+	44*	0.037*
55	C=C(C)CN1CCN(c2cc(C)nc3c4c(C)cc(C)nc4nn23)CC1	+	61*	0.35*
56	Cc1ccc(Cl)cc1NC(=O)c1ccc(=O)[nH]n1	i	61	0.11
57	COc1ccc(CCNC(=O)Cc2csc(NC(=O)C(C)(C)C)n2)cc1	i	63	0.085
58	COCC(C)(O)CNC(C)=O (stereo not given)	i	62	0.093
59	CC(C)(C)NC(=O)NCC1CN(c2ccc3c(c2)OCO3)C(=O)O1 (stereo not given)	i	70	0.14
60	COC(=O)c1sccc1S(=O)(=O)Nc1cccc(Cl)c1C	i	80	0.093

# (cont.)
no.	canonical_smiles	GluA2 TARP mod	GluA2 TARP mod glutamate slope	GluA2 TARP mod agonism max-min
61	CC(C)Oc1ccc(NC(=O)CCc2ccccc2)cc1	i	54	0.091
62	Cc1cc(C(=O)Nc2ccc(N3CCCCS3(=O)=O)cc2)ccc1[N+](=O)[O-]	i	72	0.11
63	COc1ccc(CCNC(=O)C2CCN(c3nc4ccccc4[nH]c3=O)CC2)cc1OC	i	50	0.12
64	CSCCC(C)(O)CNS(=O)(=O)c1ccc(C(F)(F)F)cc1 (stereo not given)	i	43	0.16
65	COc1ccc(C(=O)NCC(c2cccn2C)N2CCc3ccccc3C2)cc1 (stereo not given)	i	53	0.067
66	CSc1ncccc1C(=O)N1CCC(CNC(=O)C(=O)Nc2cccnc2)CC1	i	53	0.15
67	CCOC(=O)NCCn1ncc2c(NCc3ccc(F)cc3)ncnc21	i	75	0.075
68	COc1ccccc1-c1c(C)nn2c(-n3ccnc3)cc(C)nc12	i	58	0.13
69	OC(COc1ccc(Br)cc1)CN1CCN(Cc2ccc3c(c2)OCO3)CC1 (stereo not given)	i	57	0.061
70	CCOC(=O)NC(=O)c1ccsc1NC(=O)c1cc2ccccc2o1	i	50	0.17
71	O=S(=O)(c1ccccc1)N1CCN(Cc2nnnn2-c2ccc(F)cc2)CC1	i	63	0.05
72	COCCCNC(=O)C(=O)Nc1c2c(nn1-c1ccc(OC)cc1)CS(=O)(=O)C2	i	57	0.091
73	O=C(CSc1ccc([N+](=O)[O-])cc1[N+](=O)[O-])N1CCN(c2ccccc2)CC1	i	58	0.071
74	CCC(C)(C)OCC(O)CN1CCN(c2ccc(F)cc2)CC1 (stereo not given)	i	41	0.1
75	Cc1ccc(NC(=O)Cn2cnc3c(sc4ncccc43)c2=O)c(C)c1	i	53	0.14
76	O=C(NCC1(c2cccs2)CCOCC1)c1cc(-c2ccccc2)on1	i	55	0.086
77	Cc1c(C(=O)N(C)C)c(C(F)(F)F)nn1-c1ccccc1	i	61	0.093
78	COc1ccc(C(=O)Nc2ccc(-n3c(C)nc4ccccc4c3=O)cc2C)cc1	i	13	0.056
79	Cc1nc(C)c(CC(=O)N2CCN(c3ccccn3)CC2)s1	i	65	0.089
80	Cc1cccc(NC(=O)Nc2ccc(Nc3cc(-n4ccnc4)ncn3)cc2)c1	i	59	0.091
81	CCOc1ccc(-c2ccc(N3CCN(C(=O)c4ccc5nsnc5c4)CC3)nn2)cc1	i	33	0.03
82	COc1cccc(C(=O)Nc2cc3c4c(c2)CCN4C(=O)CC3)c1OC	i	38	0.11
83	CCCCc1ccc(NC(=O)Cn2cc(OC)c(=O)cc2CSc2nc(C)cs2)cc1	i	48	0.039
84	COc1ccc(NC(=O)Nc2cccc(-c3ccc(N4CCCC4)nn3)c2)cc1	i	54	0.12
85	CCC(CO)NC(=O)C(=O)Nc1ccc(C)c(C)c1 (stereo not given)	i	64	0.093
86	COc1ccc(NC(=O)CN2CCC(COCc3ccccc3)CC2)c(OC)c1	i	66	0.069
87	O=C(NCCC(O)c1cccs1)C(=O)Nc1cccnc1 (stereo not given)	i	49	0.15
88	COC(=O)c1ccc(CSc2nnc(-c3ccncc3)o2)o1	i	60	0.051
89	CCOC(=O)C1=C(c2ccccc2)N(C)C(=O)NC1c1ccc(O)c(OC)c1 (stereo not given)	i	49	0.049
90	COc1ccc(S(=O)(=O)CCCC(=O)Nc2cccc(-c3nc4ccccc4s3)c2)cc1	i	56	0.047

# Taken from the entries so far, 7 compounds:
no.	canonical_smiles	GluA2 TARP mod	GluA2 TARP mod glutamate slope	GluA2 TARP mod agonism max-min
77	Cc1c(C(=O)N(C)C)c(C(F)(F)F)nn1-c1ccccc1	i	61	0.093
78	COc1ccc(C(=O)Nc2ccc(-n3c(C)nc4ccccc4c3=O)cc2C)cc1	i	13	0.056
79	Cc1nc(C)c(CC(=O)N2CCN(c3ccccn3)CC2)s1	i	65	0.089
80	Cc1cccc(NC(=O)Nc2ccc(Nc3cc(-n4ccnc4)ncn3)cc2)c1	i	59	0.091
81	CCOc1ccc(-c2ccc(N3CCN(C(=O)c4ccc5nsnc5c4)CC3)nn2)cc1	i	33	0.03
82	COc1cccc(C(=O)Nc2cc3c4c(c2)CCN4C(=O)CC3)c1OC	i	38	0.11
83	CCCCc1ccc(NC(=O)Cn2cc(OC)c(=O)cc2CSc2nc(C)cs2)cc1	i	48	0.039

# (list continues)
no.	canonical_smiles	GluA2 TARP mod	GluA2 TARP mod glutamate slope	GluA2 TARP mod agonism max-min
91	O=C(Nc1nc(-c2ccc3c(c2)OCCO3)cs1)C1CCN(S(=O)(=O)c2cccs2)CC1	i	66	0.13
92	CCOC(=O)N1CCN(C(=O)c2cc(N3C(=O)CCS3(=O)=O)ccc2Cl)CC1	i	82	0.14
93	CN(C1CC1)S(=O)(=O)c1ccc(C(=O)Nc2nc3c(s2)Cc2ccccc2-3)cc1	i	77	0.094
94	CNc1ccc(C(=O)N2CCCCC2)cc1	i	56	0.11
95	Cc1cc(NC(=O)CN2CCN(c3ncnc4c3nnn4C)CC2)no1	i	36	0.052
96	COc1ccc(C)cc1NC(=O)C(=O)NCC1CCN(S(C)(=O)=O)CC1	i	58	0.13
97	Cc1ccc(S(=O)(=O)/C(C#N)=C/N2CCC(C(N)=O)CC2)cc1C	i	49	0.14
98	COc1ccc(C2NC(=O)NC(C)=C2C(=O)OC(C)C)cc1Br (stereo not given)	i	70	0.16
99	O=C(NCc1ccccc1)NCC1(c2cccs2)CC1	i	37	0.089
100	Cc1ccc2nc3c(cc(C(=O)NCCCn4ccnc4)n3C)c(=O)n2c1	i	77	0.15
101	Cc1cc(NS(=O)(=O)c2cccs2)ccc1N1CCCC1=O	i	63	0.058
102	CC(=O)N1CCN(C(=O)c2ccc(=O)n(Cc3ccc(F)cc3)n2)CC1	i	55	0.087
103	CCOc1ccc2nc(N3CCN(C(=O)CCCS(=O)(=O)c4ccc(C)cc4)CC3)sc2c1	i	43	0.052
104	Cc1ccc([N+](=O)[O-])cc1NC(=O)c1ccc(=O)n(Cc2cccc([N+](=O)[O-])c2)c1	i	61	0.1
105	Cc1cccn2c(=O)c3cc(C(=O)NCC(=O)c4ccccc4)n(C)c3nc12	i	57	0.15
106	O=C(Nc1c2c(nn1-c1nc3ccccc3s1)CCC2)c1ccccc1Cl	i	56	0.11
107	C#CCn1c(=NC(=O)c2cc(C)nn2CC)sc2c(OC)ccc(OC)c21	i	47	0.12
108	O=C(Nc1ccc2c(c1)OCO2)NC1CCCC(O)C1 (stereo not given)	i	95	0.16
109	NC(=O)CN1CCC(COCc2ccccc2)CC1	i	61	0.046
110	CCOC(=O)N1CCN(C(=O)Nc2cccc(Cl)c2)CC1	i	54	0.13

# The list is partial. The share of hits here may be higher or lower than overall.
